Screening results from PubChem.
DENV2 CPE rescue = inhibitors of DENV2 cytopathic effect; DENV2-infected cells, cytopathic effect rescue, plate reader; CPE inhibition, % at 9.99 µM; 350,000 compounds, 1.7% hits; in the data active = CPE inhibition above about 20%, passing the limit was not always enough; tested in BHK-21 cells;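 note: 0% = median of neutral control wells and 100% = median of positive control wells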
E-selectin induc = E-selectin induction on HUVECs; HUVEC E-selectin immunofluorescence imaging; normalized: neutral wells 0, TNF-alpha wells 100; activation, % at 7.58 µM; 260,000 compounds, 0.37% hits; AID 686992;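 active = mean E-selectin-positive cell signal at least 10% of the positive control, reached in at least 60% of replicates, without over 20% cell loss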;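 note: in these data hits start at about 27%; measured in HUVEC primary endothelial cells; signal is the percent of cells scored E-selectin positive by PE staining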
Target sequence (P16581 whole entry, looked up): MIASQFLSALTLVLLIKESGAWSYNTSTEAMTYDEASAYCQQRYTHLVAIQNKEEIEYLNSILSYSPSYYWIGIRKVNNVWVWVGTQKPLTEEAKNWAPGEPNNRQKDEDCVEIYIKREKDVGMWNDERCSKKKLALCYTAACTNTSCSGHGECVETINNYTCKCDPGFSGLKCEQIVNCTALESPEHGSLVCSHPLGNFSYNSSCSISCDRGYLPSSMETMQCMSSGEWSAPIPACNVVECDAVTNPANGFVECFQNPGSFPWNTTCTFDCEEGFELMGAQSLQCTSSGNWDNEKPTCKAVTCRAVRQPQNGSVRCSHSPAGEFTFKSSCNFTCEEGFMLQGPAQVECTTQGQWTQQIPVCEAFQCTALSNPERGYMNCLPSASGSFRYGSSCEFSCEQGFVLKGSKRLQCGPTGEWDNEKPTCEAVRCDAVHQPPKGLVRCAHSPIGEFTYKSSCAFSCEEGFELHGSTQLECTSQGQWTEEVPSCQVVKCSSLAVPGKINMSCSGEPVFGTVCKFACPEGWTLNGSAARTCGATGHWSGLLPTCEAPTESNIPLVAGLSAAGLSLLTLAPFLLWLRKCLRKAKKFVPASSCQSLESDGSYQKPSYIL
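Assay system: HUVEC primary endothelial cells. Input: 3,000 HUVEC seeded per well. Doses: one compound dose added by pin transfer. Read-out basis: % PE-positive cells. Benchmarks: TNF-alpha high, DMSO low. Detection: immunofluorescence imaging. Buffer or medium: EGM-2, gelatin.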
RAD54 branch = inhibitors of human RAD54 branch migration; RAD54 Holliday junction branch migration, FAM/BHQ fluorescence; inhibition, % at 10.4 µM; 360,000 compounds, 0.14% hits;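 active = mean normalized replicate activity at least 40 and at least half of replicates scoring 40 or more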;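 note: 0% = median of neutral control wells and 100% = median of positive control wells; inhibitors cause a drop in the FAM fluorescence signal; in these data hits start at about 50%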
RAD52 anneal inh = inhibitors of human RAD52 DNA annealing | recombinant RAD52 DNA annealing, FRET fluorescence | inhibition, % at 18.7 µM | 360,000 compounds, 0.46% hits | AID 651710;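 active = every replicate showing at least 50% inhibition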
CFTR F508del cor = CFTR F508del correction in bronchial cells. 350,000 compounds, 0.36% hits. activity (quench increase), % at 7.58 µM. CFBE cells, YFP halide quenching; stimulated with forskolin plus potentiator P3; % fluorescence drop versus neutral controls;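 active = mean added fluorescence quench of at least 8% versus neutral control, with both replicates also reaching 8%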;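 note: cells transiently co-express mutant CFTR-F508del with the halide-sensitive YFP; corrector assay measuring rescue of mutant channel to the surface after 24 h compound exposure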
INS-1E GSIS act = GLuc luminescence reporter in INS-1E cells, primary screen for activators of glucose-dependent secretion of insulin; INS-1E GLuc reporter insulin secretion, 2-3 h; activation, % at 16.6 µM; 370,000 compounds, 0.61% hits; AID 743287;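 active = lowest replicate activation of at least 40%, so every replicate reaches that level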;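 note: 0% = median of neutral control wells and 100% = median of IBMX positive control wells; some compounds called inactive have numbers as strong as hits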
Xi reactivation = activators of X-chromosome reactivation in mouse fibroblasts. XiGFP mouse fibroblasts, % GFP-positive cells imaging, 3 d; cells co-treated with 5-aza-dC sensitizer; scaled so ellipticine positive control = 100%. activation, % at 7.58 µM. 360,000 compounds, 0.055% hits. AID 743238;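 active = mean normalized replicate activation at least 10% and every replicate at or above 10%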;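 note: 0% = median of on-plate neutral control wells and 100% = ellipticine 6 µM median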
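System: 68-5-11 XiGFP fibroblast line; Timing: 3 days compound exposure; Compound dosing: one concentration, pinned; Benchmarks: positive control ellipticine, 6 µM final; Buffer or medium: DMEM containing 5-aza-dC.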
CASP6 VEID inh = blocks human caspase-6 cleavage activity. P55212. purified caspase-6, Z-VEID-R110 cleavage fluorescence. inhibition, % at 12.5 µM. 350,000 compounds, 0.53% hits;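 active = mean inhibition across replicates at least about 35%, with every replicate also reaching that limit, limit read from the data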;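 note: 0% = median of neutral control wells and 100% = no fluorescence left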
Target sequence (P55212 24-179 limits assumed): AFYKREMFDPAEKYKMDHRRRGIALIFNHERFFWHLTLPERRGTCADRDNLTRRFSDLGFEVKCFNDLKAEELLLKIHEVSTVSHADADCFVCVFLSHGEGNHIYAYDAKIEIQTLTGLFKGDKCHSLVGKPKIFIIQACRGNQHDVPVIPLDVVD
Target sequence (P55212 194-293 limits assumed): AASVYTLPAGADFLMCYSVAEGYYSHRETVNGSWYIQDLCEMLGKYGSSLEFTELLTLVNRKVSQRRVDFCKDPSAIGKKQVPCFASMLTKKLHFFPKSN
* marks the source's active call; other numbers are inactive results.

`CS(=O)(=O)Nc1ccc2c(c1)[C@H]1C[C@H](CC(=O)O)O[C@@H](CO)[C@H]1O2` gave DENV2 CPE rescue 25*, E-selectin induc 0.7, RAD52 anneal inh -9, CFTR F508del cor 2.3, INS-1E GSIS act 0, Xi reactivation 0.5 and CASP6 VEID inh 5.
O=C(c1cc(COc2cccc(C(F)(F)F)c2)on1)N1CCc2ccccc2C1 was read as DENV2 CPE rescue -2, RAD54 branch -3, RAD52 anneal inh 0, CFTR F508del cor -1.4, INS-1E GSIS act 8, Xi reactivation 0.2 and CASP6 VEID inh 1.
Screening O=C(Nc1ccccc1F)N1C[C@H]2[C@@H](c3ccccc31)[C@@H](CO)N2C(=O)Cc1cccnc1 returned E-selectin induc 0.0, RAD54 branch -9, RAD52 anneal inh -11, CFTR F508del cor 1.0, INS-1E GSIS act -3 and Xi reactivation -0.1.
`COc1ccccc1N(Cc1cc(=O)[nH]c2ccccc12)C(=O)c1ccc([N+](=O)[O-])cc1` gave DENV2 CPE rescue 3, E-selectin induc -2.4, RAD54 branch 0, RAD52 anneal inh 8, CFTR F508del cor 0.9, INS-1E GSIS act 11, Xi reactivation 0.0 and CASP6 VEID inh -1.
Screening N#C/C(=C\c1cn(Cc2cccc(F)c2)c2ccccc12)C(=O)NCc1ccco1 returned E-selectin induc -1.2, RAD52 anneal inh 1, INS-1E GSIS act -9, Xi reactivation 0.3 and CASP6 VEID inh 0.
CCN(CC)CCN1C(=O)C(=O)/C(=C(/O)c2ccc(Cl)cc2)C1c1ccncc1 (stereo not drawn) was read as DENV2 CPE rescue -4, E-selectin induc -0.9, RAD52 anneal inh 0, Xi reactivation -0.4 and CASP6 VEID inh -1.
For COc1cc(C(=O)NCC(=O)N/N=C(/C)c2ccc3c(c2)CCCC3)cc(OC)c1OC the results were DENV2 CPE rescue 17, E-selectin induc 1.6, RAD54 branch 7, RAD52 anneal inh -7, CFTR F508del cor -1.5, INS-1E GSIS act 6, Xi reactivation 0.0 and CASP6 VEID inh 7.
CN1/C(=C\C(=O)COC(=O)c2ccco2)C(C)(C)c2ccccc21 was read as DENV2 CPE rescue 2, RAD54 branch -4, RAD52 anneal inh -182, CFTR F508del cor -2.7, INS-1E GSIS act 5, Xi reactivation 0.2 and CASP6 VEID inh 0.
`COc1ccccc1C(=O)OCC(=O)N1CCC(Cc2ccccc2)CC1` gave DENV2 CPE rescue 8, RAD54 branch -8, RAD52 anneal inh -1, CFTR F508del cor 1.8, INS-1E GSIS act -40, Xi reactivation -0.4 and CASP6 VEID inh -5.
`Cn1c(N)c(C(=O)CCl)c(=O)n(C)c1=O` gave DENV2 CPE rescue -4, E-selectin induc -0.1, RAD54 branch -6, RAD52 anneal inh -9, CFTR F508del cor 0.6, INS-1E GSIS act 10, Xi reactivation 0.0 and CASP6 VEID inh 1.
`COc1ccc(CN(C)C[C@@H]2Oc3ccc(NC(=O)Nc4ccc(C(F)(F)F)cc4)cc3C(=O)N([C@H](C)CO)C[C@@H]2C)cc1` gave DENV2 CPE rescue 29*, E-selectin induc 0.0, RAD54 branch -10, RAD52 anneal inh 6, CFTR F508del cor -4.6, INS-1E GSIS act 36, Xi reactivation -0.1 and CASP6 VEID inh 1.
Screening C/C=C/c1ccccc1[C@@H]1[C@@H](C#N)N(C(=O)CN2CCOCC2)[C@@H]1CO returned DENV2 CPE rescue -8, E-selectin induc -0.1, RAD52 anneal inh -10, CFTR F508del cor 1.6, INS-1E GSIS act 11, Xi reactivation 0.0 and CASP6 VEID inh 1.
`S=C(NCc1ccccc1)Nc1cccc2ccccc12` gave DENV2 CPE rescue -2, E-selectin induc -0.5, RAD54 branch 0, RAD52 anneal inh -11, CFTR F508del cor -1.1, INS-1E GSIS act 29, Xi reactivation 0.3 and CASP6 VEID inh -1.
Cc1ccc(S(=O)(=O)Nc2ccc3c(c2)C(=O)N([C@@H](C)CO)C[C@@H](C)[C@H](CN(C)Cc2ccc(C(=O)O)cc2)OCCCC[C@H](C)O3)cc1 was read as DENV2 CPE rescue -2, E-selectin induc -0.1, RAD54 branch -1, RAD52 anneal inh 7, CFTR F508del cor -1.7, INS-1E GSIS act 7, Xi reactivation 0.0 and CASP6 VEID inh 0.
O=C(c1ccccc1F)N1CC(=O)N2[C@H](CO)[C@@H](c3ccc(-c4cccnc4)cc3)[C@@H]2C1 was read as DENV2 CPE rescue 1, E-selectin induc -0.3, RAD52 anneal inh 3, CFTR F508del cor -3.5, INS-1E GSIS act 5, Xi reactivation 0.0 and CASP6 VEID inh 0.
Screening Cc1cc(Cl)ccc1NC(=S)NCc1ccco1 returned DENV2 CPE rescue 2, E-selectin induc 1.0, RAD52 anneal inh 0, INS-1E GSIS act 6, Xi reactivation 0.0 and CASP6 VEID inh 3.
O=C(NC1CCCCCC1)C(=S)NC1CCCCC1 was read as DENV2 CPE rescue -11, E-selectin induc 6.3, RAD52 anneal inh -16, CFTR F508del cor 0.6, INS-1E GSIS act 4, Xi reactivation 0.2 and CASP6 VEID inh -4.
Screening O=C(O)c1cc(-c2cccs2)nn1-c1ccccc1 returned DENV2 CPE rescue -1, E-selectin induc -2.4, RAD54 branch 8, RAD52 anneal inh -18, CFTR F508del cor 0.2, INS-1E GSIS act 9, Xi reactivation 0.3 and CASP6 VEID inh -2.
For CCn1nnnc1-c1ccc(OC)c(S(=O)(=O)Nc2ccccc2OC)c1 the results were DENV2 CPE rescue -6, E-selectin induc 0.0, RAD52 anneal inh -6, CFTR F508del cor 1.9, INS-1E GSIS act 29, Xi reactivation 0.7 and CASP6 VEID inh 0.
`CO[C@@H]1CN(C)C(=O)c2ccc(NS(C)(=O)=O)cc2OC[C@@H](C)N(C(=O)CC2CC2)C[C@@H]1C` gave DENV2 CPE rescue -3, E-selectin induc 0.2, RAD52 anneal inh -12, CFTR F508del cor -1.2, INS-1E GSIS act -8, Xi reactivation 0.3 and CASP6 VEID inh -1.
`CC(C)C(NC(=O)c1c(F)cccc1F)C(=O)NC1CC(C)(C)NC(C)(C)C1` (stereo not drawn) gave DENV2 CPE rescue -7, RAD54 branch 0, RAD52 anneal inh -4, CFTR F508del cor 2.0, INS-1E GSIS act 10, Xi reactivation 0.4 and CASP6 VEID inh 1.
`O=C(c1ccccn1)N1CCN(S(=O)(=O)c2ccc3ccccc3c2)CC1` gave DENV2 CPE rescue -7, E-selectin induc 3.6, RAD54 branch -6, RAD52 anneal inh -17, CFTR F508del cor -1.1, INS-1E GSIS act -7, Xi reactivation 0.0 and CASP6 VEID inh 1.
`Cc1ccccc1NC(=S)NCCc1ccccc1` gave E-selectin induc -0.1, RAD54 branch -2, INS-1E GSIS act 29 and Xi reactivation 0.0.
O=S(=O)(c1ccccc1)C1CON(Cc2ccccc2)C1c1ccccc1 (stereo not drawn) was read as DENV2 CPE rescue -4, E-selectin induc 0.1, RAD52 anneal inh -13, CFTR F508del cor 0.1, INS-1E GSIS act -9, Xi reactivation 0.0 and CASP6 VEID inh 0.
For C=CCN1C(=O)[C@@]2(O[C@@H](CCO)[C@H]([Si](C)(C)c3ccc(OC)cc3)[C@H]2C)c2cc(NC(C)=O)ccc21 the results were DENV2 CPE rescue -10, RAD54 branch -9, RAD52 anneal inh 5, CFTR F508del cor 3.7 and CASP6 VEID inh 0.
Screening COc1ccccc1OCC(=O)NCCS(=O)(=O)N1CCN(c2ccccc2)CC1 returned DENV2 CPE rescue 1, E-selectin induc -0.3, RAD54 branch 12, RAD52 anneal inh -8, CFTR F508del cor -3.4, INS-1E GSIS act -2, Xi reactivation 0.2 and CASP6 VEID inh 2.
Cc1ccn2cc(C(=O)NC3CCN(Cc4ccccc4)CC3)nc2c1 was read as DENV2 CPE rescue 7, RAD54 branch -13, RAD52 anneal inh -19, CFTR F508del cor -0.9, INS-1E GSIS act 17 and CASP6 VEID inh 0.
For N#Cc1ccc2nc3c(nc2c1)CCCC3 the results were DENV2 CPE rescue 17, E-selectin induc 0.2, RAD54 branch -4, RAD52 anneal inh -9, CFTR F508del cor -2.8, INS-1E GSIS act 4, Xi reactivation 0.0 and CASP6 VEID inh 7.
Screening CCCOc1ccc(C=Nc2ccc(OC)c(S(=O)(=O)N3CCOCC3)c2)c(O)c1 returned DENV2 CPE rescue -4, RAD54 branch -6, RAD52 anneal inh -13, CFTR F508del cor 2.6, INS-1E GSIS act -4, Xi reactivation 0.0 and CASP6 VEID inh -2.
`O=C1CCCN1CCCNS(=O)(=O)c1ccc(F)cc1F` gave DENV2 CPE rescue 9, RAD54 branch 4, RAD52 anneal inh -11, CFTR F508del cor 2.0, INS-1E GSIS act 3, Xi reactivation -0.1 and CASP6 VEID inh -5.
For COc1ccc(CCN2C(=S)N(C)C(=O)C2CC(=O)Nc2ccc(F)cc2)cc1 (stereo not drawn) the results were DENV2 CPE rescue -9, RAD54 branch -8, RAD52 anneal inh -5, CFTR F508del cor 0.2, Xi reactivation 0.3 and CASP6 VEID inh 0.
Screening CCC(=O)N1CC(=O)N2[C@H](CO)[C@@H](c3ccc(C#CC4CCCCC4)cc3)[C@@H]2C1 returned DENV2 CPE rescue -1, E-selectin induc -0.2, RAD52 anneal inh 12, CFTR F508del cor 3.3, INS-1E GSIS act -4 and Xi reactivation 0.0.
Screening CCOC(=O)c1cc(-c2csc(Nc3c(C)cc(C)cc3C)n2)on1 returned DENV2 CPE rescue 16, RAD52 anneal inh -2, CFTR F508del cor 1.1, INS-1E GSIS act 2, Xi reactivation 0.0 and CASP6 VEID inh 0.
COC(C[C@@H]1O[C@@H]1[C@H](O)[C@H](C)OCc1ccccc1)OC was read as DENV2 CPE rescue -2, E-selectin induc -0.8, RAD54 branch 1, RAD52 anneal inh -10, CFTR F508del cor -1.0, INS-1E GSIS act 0 and Xi reactivation 0.0.
`CC(=N[C@@H]1CCCC[C@H]1N=C(C)c1ccccc1O)c1ccccc1O` gave E-selectin induc 0.4, RAD52 anneal inh -8, INS-1E GSIS act 20, Xi reactivation 0.2 and CASP6 VEID inh -4.
`COc1ccc(NC(=O)CNC(=O)c2nn(-c3ccc(OC)c(OC)c3)c(=O)c3ccccc23)c(OC)c1` gave DENV2 CPE rescue -1, RAD54 branch -4, RAD52 anneal inh -14, CFTR F508del cor -1.2, INS-1E GSIS act -3, Xi reactivation 0.0 and CASP6 VEID inh 5.
Screening Cc1cc(Nc2ncc(Cl)cc2Cl)n(-c2ccccn2)n1 returned RAD54 branch 2, RAD52 anneal inh -10, INS-1E GSIS act 11 and CASP6 VEID inh 0.
COc1ccc(OCCC(=O)N2CCOCC2)cc1 was read as DENV2 CPE rescue 9, E-selectin induc 8.6, RAD54 branch 7, RAD52 anneal inh -9, CFTR F508del cor 1.2, INS-1E GSIS act 1, Xi reactivation 0.0 and CASP6 VEID inh -4.
C[C@H]1CN([C@@H](C)CO)C(=O)c2cc(NS(=O)(=O)c3cccs3)ccc2O[C@H]1CN(C)Cc1ccc(-c2ccccc2)cc1 was read as DENV2 CPE rescue -4, E-selectin induc 15, RAD54 branch 5, RAD52 anneal inh 29, CFTR F508del cor 3.7, INS-1E GSIS act -16, Xi reactivation -0.3 and CASP6 VEID inh 4.
Screening CC(C)CC#Cc1ccc([C@@H]2[C@H](CO)N3C(=O)CN(S(=O)(=O)c4cccc(F)c4)C[C@@H]23)cc1 returned DENV2 CPE rescue -9, E-selectin induc 0.4, RAD52 anneal inh -20, CFTR F508del cor 1.5, INS-1E GSIS act 0, Xi reactivation 0.1 and CASP6 VEID inh 1.
